HIF act: HIF pathway transcriptional activation | U2OS HRE-luciferase reporter, luminescence; normalized: DMSO 0%, desferrioxamine 100% | activation, % at 7.5 µM (by protocol) | 300,000 tested, 0.32% active;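 active means mean activation of at least 10% of the iron chelator positive control signal, with at least half of replicates also reaching 10%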
TRPC6 inhibitor: blocks the mouse TRPC6 cation channel; Q61143; HEK293-TRPC6, membrane potential dye, ACh-evoked depolarization; hits give low values; B-score at 10 µM; 310,000 tested, 1.1% active;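 active means B-score under library mean minus 3 SD, initial fluorescence not abnormally high, positive integrated signal ratio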;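 further: B-score derived from integrated fluorescence ratio over the kinetic read; more negative B-score means stronger inhibition of depolarization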
Target sequence (Q61143 whole entry, looked up): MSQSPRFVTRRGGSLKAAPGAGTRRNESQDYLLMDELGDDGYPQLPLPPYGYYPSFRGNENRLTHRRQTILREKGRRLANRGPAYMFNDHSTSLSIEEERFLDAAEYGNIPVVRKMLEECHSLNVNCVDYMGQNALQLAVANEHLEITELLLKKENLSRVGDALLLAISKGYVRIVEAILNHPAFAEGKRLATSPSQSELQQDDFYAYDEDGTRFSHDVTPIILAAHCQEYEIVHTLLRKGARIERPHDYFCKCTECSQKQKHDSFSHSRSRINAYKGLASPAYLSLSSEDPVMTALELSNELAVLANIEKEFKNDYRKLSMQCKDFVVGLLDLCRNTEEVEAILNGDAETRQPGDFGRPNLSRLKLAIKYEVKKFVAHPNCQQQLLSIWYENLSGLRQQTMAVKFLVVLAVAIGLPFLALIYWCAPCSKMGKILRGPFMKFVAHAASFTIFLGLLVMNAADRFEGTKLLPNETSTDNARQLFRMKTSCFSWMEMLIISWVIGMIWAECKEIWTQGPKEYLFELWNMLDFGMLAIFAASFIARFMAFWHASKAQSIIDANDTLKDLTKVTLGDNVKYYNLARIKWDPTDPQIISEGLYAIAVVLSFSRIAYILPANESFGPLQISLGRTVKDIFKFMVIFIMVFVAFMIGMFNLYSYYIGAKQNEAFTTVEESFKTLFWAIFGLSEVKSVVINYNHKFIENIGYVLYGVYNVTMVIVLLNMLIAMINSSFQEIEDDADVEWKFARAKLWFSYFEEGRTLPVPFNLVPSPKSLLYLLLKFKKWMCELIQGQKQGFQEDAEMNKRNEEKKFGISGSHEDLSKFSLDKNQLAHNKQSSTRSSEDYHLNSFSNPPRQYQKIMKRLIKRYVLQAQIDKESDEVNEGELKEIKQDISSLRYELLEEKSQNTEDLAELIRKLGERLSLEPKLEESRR
Platelet DG rel: modulates dense granule release in human platelets; human platelet-rich plasma, SFLLRN dense granule ATP release, luminescence; inhibition, %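 (compounds screened at 7.5 µM in platelet-rich plasma)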; 300,000 tested, 0.22% active;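 active means mean replicate score, as percent of positive control, at or above 50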
MrgX1 antagonist: antagonists of human MrgX1 receptor; Q96LB2; MRGX1-HEK293 calcium flux, Fluo-4, BAM8-22 antagonism; hits give low values; B-score at 10 µM; 310,000 tested, 1.3% active; AID 588676;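 active means calcium-response B-score plate-corrected more than 3 library SD below zero, starting fluorescence within 5 deviations, no agonist response on first addition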;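 further: peak minus trough fluorescence over baseline after final BAM8-22 challenge near maximal dose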
SKKanGAS inh: SKKanGAS growth inhibition. S. pyogenes SKKanGAS, kanamycin growth, BacTiter-Glo, 6 h. inhibition, % at 7.5 µM. 300,000 tested, 1.3% active;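 active means mean replicate score, as percent of positive control median, at least 50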;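 further: strain carries kanamycin resistance gene driven by streptokinase promoter and grows in 40 µg/ml kanamycin; loss of luminescence reflects streptokinase promoter inhibition or plain growth inhibition; 0% = median of DMSO wells and 100% = positive control at its reference dose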
RGS4 act: potentiators or activators of RGS4. B-score at 10 µM. 310,000 tested, 0.92% active. HEK293 M3R/inducible RGS4, carbachol calcium flux Fluo4; hits give low values. AID 463111;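 active means B-score of the integrated calcium signal more than 4 SD below the library mean, with starting fluorescence not abnormally high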;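 further: negative B-score means reduced calcium response which marks RGS4 activation or potentiation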
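Reagent: ECmax carbachol challenge; Test system: M3R-expressing HEK293 line, RGS4 induced by doxycycline; Schedule: overnight RGS4 induction, 30 min dye load 37 °C, 20 min compound RT; Detection: calcium dye Fluo4 fluorescence; Read-out: Agonist-evoked peak-minus-minimum fluorescence over baseline, integrated ratio, B score.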
TRPC4 inh: TRPC4 (mouse) channel inhibition | Q9QUQ5 | HEK293 TRPC4beta/mu-opioid, DAMGO-evoked Fluo4 calcium flux; hits give low values | B-score at 10 µM | 300,000 tested, 0.39% active | AID 2247;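 active means B-score over 3 SD under the library average, no early fluorescence shift, positive overall ratio signal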
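Assay system: HEK293 cells with stable TRPC4beta plus mu-opioid receptor expression; Probe or stimulus: DAMGO in two steps, submaximal then maximal; Dosing: single-point compound dosing; Measured by: Fluo4 calcium-dye fluorescence, kinetic read; Read-out basis: B score from integrated Fluo4 fluorescence ratio.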
MrgX1 ag: agonists of human MrgX1 receptor. Q96LB2. MrgX1-HEK293 cells, Fluo-4 calcium fluorescence, agonist mode; hits give high values. B-score at 10 µM. 310,000 tested, 0.44% active. AID 588627;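 active means calcium response B-score plate-corrected fluorescence ratio at least 3 library SD, with starting fluorescence B-score inside 5 SD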
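Assay system: stable human MrgX1 HEK293 cell line. Quantity: 15,000 cells per well. Schedule: cells plated overnight, dye loaded 0.5 h 37 °C, 0.5 h room temperature. Detection: Fluo-4 NW calcium-flux fluorescence, kinetic read. Read-out basis: peak-minus-minimum fluorescence over baseline, converted to B scores. Control set: positive and negative control wells on each plate.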
MrgX1 PAM: human MrgX1 positive allosteric modulation, primary screen; Q96LB2; MrgX1-HEK293, Fluo-4 calcium flux, FDSS; hits give high values; B-score at 10 µM; 310,000 tested, 0.63% active; AID 588675;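 active means plate-corrected calcium response at least 3 library SD above typical, normal starting fluorescence, not activating the receptor alone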;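 further: compound read alongside a low EC10 to EC30 dose of BAM8-22 agonist; peak minus trough fluorescence over baseline measured at the second addition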
RGS4 block: human RGS4 inhibition | HEK293 M3R/RGS4 inducible, Fluo-4 calcium flux; hits give high values; triggered by carbachol at its EC20 | B-score at 10 µM | 310,000 tested, 0.45% active;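 active means B-score, a plate-corrected calcium signal, over three deviations above library mean, with baseline fluorescence within five deviations of library mean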;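 further: RGS4 expression induced by doxycycline in cells with stable M3 receptor; B-score is computed from the integrated fluorescence ratio over baseline after carbachol; higher B-score means a larger calcium signal and so more RGS4 inhibition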
Target sequence (P49798 whole entry, looked up): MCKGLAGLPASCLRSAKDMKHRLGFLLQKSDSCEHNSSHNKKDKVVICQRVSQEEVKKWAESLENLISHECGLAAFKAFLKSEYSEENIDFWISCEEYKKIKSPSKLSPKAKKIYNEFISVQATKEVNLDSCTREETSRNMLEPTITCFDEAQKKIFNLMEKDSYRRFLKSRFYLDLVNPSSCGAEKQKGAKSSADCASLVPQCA
TRPC6 act: mouse TRPC6 channel activation; B-score at 10 µM; HEK293-TRPC6 membrane potential dye fluorescence; hits give high values; 310,000 tested, 0.13% active; Q61143; AID 2550;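 active means B-score of the integrated fluorescence ratio above library mean plus 3 SD, and starting fluorescence ratio within library mean plus 5 SD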;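 further: higher score means more depolarization so channel activation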
Numbers without * were called inactive; i = inactive; · = not tested or not shown; & = joins results of further samples.

SMILES	HIF act	TRPC6 inhibitor	Platelet DG rel	MrgX1 antagonist	SKKanGAS inh	RGS4 act	TRPC4 inh	MrgX1 ag	MrgX1 PAM	RGS4 block	TRPC6 act
NS(=O)(=O)c1ccc(CCNC(=O)CSc2nc3ccsc3c(=O)n2CC2CCC(C(=O)O)CC2)cc1 (configuration not stated)	0.6	i	-3	i	11	i	i	i	i	i	i
CC(=O)Nc1ccc(C)c([N+](=O)[O-])c1	-0.2	i	12	i	1	i	i	i	i	i	i
CC(C)Cc1nnc(NC(=O)c2cc(-c3ccccc3)nc3ccccc23)s1	0.3	i	-3	i	23	i	i	i	i	i	i
COc1ccc(C2c3[nH]c4ccccc4c3C[C@H]3C(=O)N(CC(C)C)CC(=O)N23)c(OC)c1 (some centres not stated)	-1.8	i	1	i	7	i	i	i	i	i	i
O=S1(=O)CC(N2CCCCC2)C(N2CCCCC2)C1 (configuration not stated)	-0.8	i	5	i	-3	i	i	i	i	i	i
COc1cccc(CN(C)C(=O)c2[nH]c(C)c(C(C)=O)c2C)c1OC	0.4	i	1	i	0	i	i	i	i	i	i
O=C(N/N=C/c1ccncc1)/C(=C/c1ccccc1)NC(=O)c1ccccc1	-2.8	i	5	i	6	i	i	i	i	i	i
Cc1cc(OCC(=O)NCCO)cc(C)c1Cl	-2.3	i	-1	i	-3	i	i	i	i	i	i
CCS(=O)(=O)CCSC(=N)N	0.3	i	5	i	2	i	i	i	i	i	i
Cc1ccc(C(=O)C(C)OC(=O)Cn2[nH]c(=O)c3ccccc3c2=O)cc1C (configuration not stated)	0.0	i	-11	i	3	i	i	i	i	i	i
CCCC(c1nnnn1C(C)(C)CC)N(CCCO)Cc1cc2cc(C)cc(C)c2[nH]c1=O (configuration not stated)	-0.1	i	10	i	-2	i	i	i	i	i	i
O=C(NCCc1ccccc1)C(=S)N1CCCCC1	0.3	i	5	i	2	i	i	i	i	i	i
Cc1noc(/C=C/N(C)C)c1S(=O)(=O)N1CCCC(C(=O)Nc2ccccc2F)C1 (configuration not stated)	-0.3	i	-17	i	3	i	i	i	i	i	i
CCOC(=O)c1sc(NC(=S)NC(=O)C23CC4CC(CC(C4)C2)C3)cc1C	-0.2	i	0	i	7	i	i	i	i	i	i
O=C(CCc1nnc(CCC2CCCCC2)o1)NCCc1cccnc1	0.0	i	-2	i	0	i	i	i	i	i	i
CCCN1Cc2cccc(C(=O)NCc3ccc(C)cc3)c2C1=O	-0.1	i	5	i	-3	i	i	i	i	i	i
CCC/C=N/NC(=O)c1cccc(Br)c1	0.5	i	1	i	5	i	i	i	i	i	i
Cc1n[nH]c(=O)c2c(NC(=O)CSc3nc4ccccc4c(=O)n3C(C)C)oc(C)c12	0.8	i	-15	i	4	i	i	i	i	i	i
CCOC(=O)c1c(NC(=O)c2nn(CC)cc2Br)sc2c1CCCCC2	-0.4	i	4	i	19	-7*	i	i	i	i	i
Cc1ccc(OCc2ccc([N+](=O)[O-])cc2)c([N+](=O)[O-])n1	3.9	i	9	i	-1	i	i	i	i	i	i
CN1CCCN(C(=O)CC2(CC(=O)O)CCCC2)CC1	-0.1	i	2	i	0	i	i	i	i	i	i
OCC1(Cc2cccc(C(F)(F)F)c2)CCN(Cc2cc3ccccc3o2)CC1	-0.2	i	4	i	5	i	i	i	i	i	i
O=C(NC1CCC(C(=O)O)CC1)OCc1ccccc1 (configuration not stated)	0.2&-0.1	i	-4&-50	i	2&6	i	i	i	i	i	i
CCN(CC)S(=O)(=O)c1ccc(N2CCOCC2)c(NS(=O)(=O)c2ccc(OC)cc2)c1	0.3	i	3	i	6	i	i	i	i	i	i
CC(Oc1ccc2oc(-c3ccccc3)c(C(=O)O)c2c1)C(=O)O (configuration not stated)	0.2	i	9	i	6	i	i	i	i	i	i
Cc1nc2nc(-c3ccco3)[nH]n2c(=O)c1C	-0.3	i	2	-12*	-2	i	i	i	i	i	i
COc1cc(SC)ccc1C(=O)Nc1cc(C)c(OCC(=O)N2CCOCC2)c(C)c1	0.9	i	-3	i	3	i	i	i	i	i	i
CCOc1cc(C(=S)N2CCCC2)ccc1OCC(=O)Nc1c(C)cc(C)cc1C	-0.1	i	6	i	-2	i	i	i	i	i	i
NC(=O)[C@@H]1CCCN1Cc1nc(-c2cccs2)no1	-0.4	i	3	i	2	i	i	i	i	i	i
CC(=O)Nc1ccc(NC(=O)CSC2=NS(=O)(=O)c3ccccc3N2)cc1	-0.3	i	-9	i	7	i	i	i	i	i	i
COc1ccccc1NC(=O)C(C)OC(=O)/C(=C/c1ccccc1)NC(C)=O (configuration not stated)	-0.5	i	9	i	-10	i	i	i	i	i	i
O=C(O)c1cccc(NC(=S)N/N=C/c2ccccc2OCc2cccc(Br)c2)c1	0.0	i	-5	·	-27	i	i	·	·	i	i
CN1CCN(C(=O)c2cc3ccccc3oc2=O)CC1	0.4	i	3	i	3	i	i	i	i	i	i
O=C(CCc1nnc(COc2ccccc2)o1)NCCc1cccs1	0.1	i	6	i	-1	i	i	i	i	i	i
O=C(C1CCCCC1)N1CCN(c2ccccc2F)CC1	-0.3	i	-3	i	-5	i	i	i	i	i	i
CCOc1ccc2nc(NC(=O)Nc3cccs3)sc2c1	1.9	i	-10	i	-13	i	i	i	i	i	i
COc1ccccc1CC(NC(C)=O)C(=O)NC1CCN(C(=O)Nc2ccccc2Cl)CC1 (configuration not stated)	-1.1	i	2	i	16	i	i	i	i	i	i
O=C(NCc1ccc(Cl)cc1)C1CCC(=O)N(C2CCCCCC2)C1 (configuration not stated)	-0.3	i	-2	i	5	i	i	i	i	i	i
CC(=O)NCCCc1nc2ccccc2n1Cc1c(F)cccc1Cl	0.1	i	-20	i	3	i	i	i	i	i	i
O=C(Cn1cnc2ccccc2c1=O)c1ccc(Cl)cc1	0.8	i	3	·	-5	i	i	·	·	i	i
Cc1ccccc1C(=O)NCCCCc1ccccc1	-0.3	i	-5	i	-2	i	i	i	i	i	i
O=[N+]([O-])c1ccccc1-c1ccc(C(=S)N2CCCCC2)o1	2.3	i	4	i	9	i	i	i	i	i	i
Cc1ccc(N2C(=O)C(O)(C(F)(F)F)C3=C2CC(C)(C)CC3=O)cc1 (configuration not stated)	-0.6	i	16	i	0	i	i	i	i	i	i
Cc1ccc(NC(=O)Cn2nnc(C(=O)NCc3cccs3)c2N)cc1Cl	0.1	i	16	i	-1	i	i	i	i	i	i
CCCC1OC23CCCCC2C(C#N)(C#N)C1(C#N)C(=N)O3 (configuration not stated)	-0.5	i	-2	i	0	i	i	i	i	i	i
COc1ccc(CN2CN(c3ccc(Cl)cc3)C(=O)N(n3cnnc3)C2)cc1	0.0	i	12	i	-5	i	i	i	i	i	i
CN1CCc2cc3c(c4c2C1CC41CCC(=NO)CC1)OCO3 (configuration not stated)	0.2	i	-2	i	-5	i	i	i	i	i	i
Cc1cccc(N(CC(=O)Nc2ccc(-c3nc4ccc(C)cc4s3)cc2)S(C)(=O)=O)c1	2.1	i	-23	i	16	i	i	i	i	i	i
Cc1ccc(C(C(=O)NCC2CCCO2)N(C(=O)c2snc(C(N)=O)c2N)c2ccccc2F)o1 (configuration not stated)	0.2	i	1	i	3	i	i	i	i	i	i
CCc1ccc(OCC(=O)Nc2ccc(-c3nc4ccccc4o3)c(O)c2)cc1	1.1	i	-4	i	-5	i	i	i	i	i	i

Reprinted from the results shown for reference:
SMILES	HIF act	TRPC6 inhibitor	Platelet DG rel	MrgX1 antagonist	SKKanGAS inh	RGS4 act	TRPC4 inh	MrgX1 ag	MrgX1 PAM	RGS4 block	TRPC6 act
NS(=O)(=O)c1ccc(CCNC(=O)CSc2nc3ccsc3c(=O)n2CC2CCC(C(=O)O)CC2)cc1 (configuration not stated)	0.6	i	-3	i	11	i	i	i	i	i	i
CC(=O)Nc1ccc(C)c([N+](=O)[O-])c1	-0.2	i	12	i	1	i	i	i	i	i	i

Further entries:
SMILES	HIF act	TRPC6 inhibitor	Platelet DG rel	MrgX1 antagonist	SKKanGAS inh	RGS4 act	TRPC4 inh	MrgX1 ag	MrgX1 PAM	RGS4 block	TRPC6 act
CSc1ccccc1NC(=O)CN1CCCCC1	-0.1	i	-5	i	-1	i	i	i	i	i	i
Cc1ccc(C(NC(N)=O)c2ccccc2)cc1 (configuration not stated)	0.0	i	2	i	-5	i	i	i	i	i	i
Cc1cc2nc3c(nc2cc1C)CCCC3	3.7	i	2	i	-1	i	i	i	i	i	i
O=C(CCCc1c[nH]c2ccccc12)N1CCCCCC1	1.3	i	2	i	1	i	i	i	i	i	i
COc1ccccc1NS(=O)(=O)c1cccc(C(=O)N2CCN(Cc3ccc4c(c3)OCO4)CC2)c1	0.0	i	-7	i	2	i	i	i	i	i	i
CN(c1ccc(OCC(=O)O)cc1)S(=O)(=O)c1ccc2ccccc2c1	0.3	i	4	i	-3	i	i	i	i	i	i
O=Cc1c[nH]c2ncccc12	0.5	i	9	i	0	i	i	i	i	i	i
Cc1ccccc1OCc1nnc(SCc2cc(=O)[nH]c3ccccc23)o1	-0.1	i	-3	i	-19	i	i	i	i	i	i
S=C(NCCc1ccccc1)NCc1ccccc1Cl	0.1	i	-17	i	4	i	i	i	i	i	i
C=CCn1c(Oc2cc(C)ccc2C)nc2c1c(=O)n(C)c(=O)n2C	0.0	-6.2*	4	i	8	i	i	i	i	i	i
O=C1c2ccccc2NC(c2ccc(-c3cccc(Cl)c3)o2)N1O (configuration not stated)	2.9	i	4	i	12	i	i	i	i	8.1*	i
COC(=O)C(OC(=O)c1ccc(OC)cc1)C(=O)OC	-0.2	i	-2	i	-2	i	i	i	i	i	i
Cc1nc2ccccc2c(=O)n1/N=C/c1ccc(O)c(O)c1O	-0.2	i	6	i	5	i	i	i	i	i	i
CCOc1cc(C(=O)OC(C)C(=O)Nc2ccc(S(N)(=O)=O)cc2)ccc1OCC(=O)N1CCOCC1 (configuration not stated)	0.1	i	10	i	-3	i	i	i	i	i	i
COc1ccc(C)cc1NS(=O)(=O)c1ccc2c(c1)oc(=O)n2C	-0.4	i	0	i	0	i	i	i	i	i	i
COc1ccc2c(c1)CCC/C2=N\Nc1nc(C(=O)NN)cs1	0.6	i	-6	i	15	i	i	i	i	i	i

High-throughput results (PubChem)
